aGlu spleen mod = lysosomal alpha-glucosidase (human) modulation; P10253; human spleen homogenate, 4-MU-alpha-glucoside fluorescence; Potency, µM (series often up to 79.9 µM), for inactives: at the top dose activity change, negative = inhibition, actives largely listed as inhibitors; 0.006% of 240,000 active; AID 2112;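 note: 0% = enzyme with vehicle and -100% = no enzyme basal signal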
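Human spleen homogenate (1 ug) incubated with compounds and 1 mM 4-methylumbelliferyl-alpha-D-glucopyranoside in pH 5.0 citrate/phosphate buffer, 37 C, 40 min. Stopped at pH 10; 4-MU fluorescence (Ex 365/Em 440 nm); AC50 by Hill fit.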
GLA spleen mod = inhibitors or activators of human alpha-galactosidase in spleen homogenate; 0.008% of 240,000 active; AID 2107; Potency, µM (doses to about 80 µM), for the others: top-dose activity change, negative = inhibition, most hits filed as inhibitors; P06280; human spleen homogenate, 4MU-alpha-Gal fluorescence, 40 min;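 note: 0% = enzyme with vehicle and -100% = no enzyme basal signal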
Target sequence (P06280 32-429 limits assumed): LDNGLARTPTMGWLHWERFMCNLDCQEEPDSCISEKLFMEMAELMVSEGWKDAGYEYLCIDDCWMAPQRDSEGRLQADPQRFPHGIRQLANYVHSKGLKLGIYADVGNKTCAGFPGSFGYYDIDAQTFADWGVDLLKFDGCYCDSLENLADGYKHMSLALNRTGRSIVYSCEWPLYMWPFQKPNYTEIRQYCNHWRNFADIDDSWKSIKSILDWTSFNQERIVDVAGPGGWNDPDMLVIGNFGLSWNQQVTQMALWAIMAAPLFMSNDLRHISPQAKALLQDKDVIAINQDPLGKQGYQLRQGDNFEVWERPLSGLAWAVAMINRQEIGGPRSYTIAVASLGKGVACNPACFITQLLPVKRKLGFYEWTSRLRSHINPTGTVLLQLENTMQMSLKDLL
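Human spleen homogenate (1 ug) was the enzyme source, with 4-methylumbelliferyl-alpha-D-galactopyranoside (1 mM final) in pH 5.0 citrate buffer with 0.01% Tween-20. Compounds were titrated; after 40 min at 37C, NaOH/glycine stop, 4-MU fluorescence read; AC50 from Hill fits.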
HTT cytoprotect = cytoprotection in Huntington HTT-Q103 PC12 cell model | Potency, µM (titrated, usually from 56.4 µM), inactives show cytoprotection (ATP increase), usual class: activators | PC12 HTT-Q103 induced, cytoprotection, ATP luminescence, 40 h | 0.14% of 230,000 active | AID 1471;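 note: % of control where 0% means no effect; nearly all actives have a fitted effect of over 45% in size; toxic huntingtin expression switched on by the ecdysone agonist tebufenozide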
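Readout: ATPlite luminescence (ATP level). Model: stable PC12, inducible Htt exon1 Q103-GFP. Inducer: tebufenozide, 100 nM final. Compounds: dose series. No G418 in medium.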
Tau fibril ThT = inhibitors of human tau fibril formation, thioflavin T binding. P10636. recombinant tau K18 P301L, heparin-induced fibrillization, ThT fluorescence. Potency, µM (series often up to 57.4 µM), inactives show at the top dose activity, negative = inhibition, actives largely listed as inhibitors. 2.1% of 270,000 active; note: % is set by controls: 0 for no effect and ±100 for the full control effect; nearly all actives have a fitted effect of over 55% in size
Target sequence (P10636 561-689 P618L limits assumed): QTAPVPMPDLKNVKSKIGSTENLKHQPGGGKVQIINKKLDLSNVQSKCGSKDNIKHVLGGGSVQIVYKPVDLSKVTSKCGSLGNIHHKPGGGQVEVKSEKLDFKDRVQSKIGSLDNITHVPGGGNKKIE
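Using a mix of unlabeled (15 uM) and Alexa 594-labeled (0.24 uM) tau K18 P301L, heparin-triggered fibrillization over 6 hr at 37 C was scored by ThT fluorescence.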
GAA glycogen = alters human alpha-glucosidase cleavage of glycogen | P10253 | recombinant GAA, glycogen substrate, Amplex Red glucose oxidase fluorescence | Potency, µM (doses to about 76.4 µM), for the others: at the highest dose activity change, negative = inhibition, usual class: inhibitors | 0.38% of 300,000 active;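 note: 0% = full enzyme reaction and -100% = no-enzyme basal signal; the screen sought inhibitors and activators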
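Recombinant enzyme (4 nM final) with compounds titrated up to 77 uM and bovine liver glycogen (30 ug) in citrate pH 5.0, 0.01% Tween-20, 37 C 40 min. Released glucose detected by Amplex Red/glucose oxidase (Ex 573/Em 610); AC50 from Hill fits.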
Tau fluor cs = counter-screen for tau fibril formation inhibitors. tau K18 P301L (four-repeat tau fragment) Alexa594 fluorescence, heparin fibrillization. Potency, µM (top dose mostly 57.7 µM), for inactives: at the top dose activity change, negative = decrease. 0.93% of 280,000 active; note: % is set by controls: 0 for no effect and ±100 for the full control effect; nearly all actives have a fitted effect of over 55% in size
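Human K18 P301L tau (15 uM unlabeled plus 0.24 uM Alexa 594-labeled, final) in 100 mM sodium acetate pH 7 was mixed with compound and 20 uM heparin and incubated 6 hr at 37 C.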
Tau FP inhib = inhibitors of human tau fibril formation; K18 P301L tau heparin fibrillization, Alexa594 FP, 6 h; Potency, µM (top dose mostly 57.7 µM), inactives show at the highest dose activity, negative = inhibition, most hits filed as inhibitors; 0.39% of 280,000 active; AID 1468; note: % is set by controls: 0 for no effect and ±100 for the full control effect; nearly all actives have a fitted effect of over 55% in size
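Steps: dispense K18 P301L tau (15 uM plus 0.24 uM Alexa 594 tracer, final) in pH 7 sodium acetate; add compound; add heparin (20 uM final); incubate 6 hr, 37 C; add ThT (30 uM final); after 1 hr ambient, read FP.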
GAA inhib = inhibitors of human lysosomal alpha-glucosidase; P10253; purified human GAA, 4-MU-alpha-glucoside fluorescence; Potency, µM (doses to about 76.9 µM), for inactives: top-dose activity change, negative = inhibition, most hits filed as inhibitors; 0.005% of 200,000 active; AID 1466;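 note: plate controls were uninhibited enzyme wells for no effect and no-enzyme background for full effect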
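qHTS format, compound range up to 77 uM. Human lysosomal enzyme at 4 nM, 400 uM 4-MU glucoside substrate, pH 5.0, 20 min room temperature; fluorescence after alkaline stop gives activity normalized to controls.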
* hit, by the source's call; ? = inconclusive; . = no result given; & = joins results of further samples; [ ] = remark or other dose. Calls come from the whole dose curve; as a rule, active = well fitted curve in the direction sought with a large enough effect; inconclusive = small, poorly fitted or top-dose-only effect, or another doubt; inactive = no such curve, though single readings can be large; an effect the other way counts as inactive or inconclusive. Potency is the fitted concentration of half-maximal effect.

SMILES	aGlu spleen mod	GLA spleen mod	HTT cytoprotect	Tau fibril ThT	GAA glycogen	Tau fluor cs	Tau FP inhib	GAA inhib
CCOC(=O)N/N=C1/C[C@@H](O)[C@@H](O)[C@@H]2[C@@H]3C(=O)N(Cc4ccccc4)C(=O)[C@H]3CC[C@H]12	0%[17.4 µM]	1%[17.5 µM]	-12%[10 µM]	-10%[11.5 µM]	.	-17%[11.6 µM]	?	.
CC(C)c1onc(C(=O)NCc2ccccn2)c1[N+](=O)[O-]	1%	24%	9%	-5%	2%	-8%	-4%	5%
COc1ccc(C(=O)NC2CCCCCC2)cc1S(=O)(=O)Nc1ccc(Br)cc1	-2%	-6%	-9%	-3%	-2%	-15%	?	-4%
O=C1OCCN1C(=O)[C@H]1[C@H](c2ccc(F)cc2)C(c2cccc(Cl)c2)=NN1c1ccc(Br)cc1	27%	0%	-180%[inhibitor][40.3 µM]	-10%	.	?	?	.
Cc1cc(N2C(=O)C(=O)/C(=C(/O)c3ccc(F)cc3)C2c2cccc(Br)c2)no1 (stereo not drawn)	-15%	-21%	-40%[inhibitor]	-5%	8%	-5%	-11%	4%
COc1ccccc1NC(=O)c1cc(Cl)nc2ccccc12	3%	4%	2%[10 µM]	?	4%	-29%	3%	-1%[15.4 µM]
CCc1ccccc1NC(=O)C1=C(C)C(=O)OC12CCCCCC2	.	.	.	-2%	10%[76.3 µM]	-5%	-3%	.
CCCCC[C@H](O)/C=C/[C@H]1C=CC(=O)[C@@H]1CCCCCCC(=O)O	-4%&3%	9%&-5%	-20%&-16%	-2%&2%	.	2%&4%	1%&4%	.
O=C(COc1ccc(Cl)cc1)NCc1cn2cc(Cl)ccc2n1	-13%	3%	5%	2%	2%	3%	0%	1%
Cc1occc1C(=O)N/N=C/c1ccc(N(C)C)cc1	-10%	-2%	-8%[10 µM]	?	12%	-26%	-7%	.
O=C(CSc1nc2c(c(=O)[nH]1)CN(Cc1ccc3c(c1)OCO3)CC2)Nc1cccc(Cl)c1	.	.	.	-7%	-6%[76.3 µM]	-25%	?	.
COc1cccc(CNC(=O)Cn2ncc3c4ccccc4n(C)c3c2=O)c1	.	.	.	0%	-13%[76.3 µM]	-1%	-1%	.
CC(C)N1CCN(Cc2ccoc2)CC1CCO (stereo not drawn)	0%	4%	-6%[10 µM]	-2%	-4%	1%	-1%	10%
CC1(C)CC(=O)C2=C(C1)N(c1ccccc1)C(=O)CC2c1ccc(O)cc1 (stereo not drawn)	5%	4%	-26%	-6%	7%	-10%	-8%	2%
COc1ccc(NC(=O)COC(=O)C2CCCCC2)c([N+](=O)[O-])c1	6%	-2%	15%[10 µM]	?	-7%	-29%	10%	0%
COc1ccc(C(C[N+](=O)[O-])n2nc(C)cc2C)cc1 (stereo not drawn)	-5%	-6%	41%[10 µM]	?	4%	12%	9%	1%
CCCCOC(=O)CCc1nc2ccccc2[nH]c1=O	-3%	2%	-9%	-6%	-8%	-11%	-6%	9%
CC(C)N(Cc1ccccc1)C(=O)Cn1c(=O)cnc2ccccc21	-2%	5%	5%[10 µM]	.	-1%	-1%	0%	.
CCN1CCc2nc(SCC(=O)Nc3ccc(OC)cc3)c(C#N)cc2C1	10%	5%	-12%	?	7%	-20%	0%	5%
CCc1nnc(NC(=O)CSc2ccc(-c3nc4ccccc4[nH]3)cn2)s1	-7%	-3%	-25%	?	11%	-26%	?	3%
O=C(NCc1ccccc1)C1C2C=CC3(CN(Cc4cccnc4)C(=O)C13)O2 (stereo not drawn)	0%	-1%	-2%	5%	8%	5%	2%	-2%
Cc1cc(C(=O)NCc2cc(C(=O)O)oc2C)c(C)o1	-7%	6%	15%[0.074 µM]	?	4%	-9%	?	-7%
Cc1cc(C)c2c3c(sc2n1)C(c1ccccc1)C(C#N)=C(N)O3 (stereo not drawn)	1%	5%	26%	?	?	?	-14%	0%
O=C(COc1ccc(C(=O)c2ccc(F)cc2)cc1)NCc1ccc(F)cc1	-8%	-4%	-62%[inhibitor][10 µM]	-3%	14%	-13%	-9%	?
COc1ccc(C2CC(c3ccccc3)Nc3nc(NC(=O)c4cccs4)nn32)cc1 (stereo not drawn)	4%	1%	-18%[0.074 µM]	-16%	6%	-7%	-1%	-9%
Going on with the list:
SMILES	aGlu spleen mod	GLA spleen mod	HTT cytoprotect	Tau fibril ThT	GAA glycogen	Tau fluor cs	Tau FP inhib	GAA inhib
Cc1cc(N2CCCCC2)nc(NCc2ccccc2)n1	0%	-2%	-65%[inhibitor]	0%	7%	-7%	-3%	-10%
COc1ccc(NC(=O)CCSCCc2ccccn2)cc1OC	6%	-6%	32%	-5%	-16%	1%	-3%	0%
COC(=O)Cn1cc([N+](=O)[O-])nc1C	-6%	0%	-20%	-10%	-5%	-5%	-2%	2%
CCOC(=O)c1ccc(NC(=S)N2CCCC(C)C2)cc1 (stereo not drawn)	-1%	-2%	?	-7%	4%	-8%	1%	-3%
COc1ccc(-c2nnc(SCC(=O)N3CCCC(C)C3)o2)c(OC)c1 (stereo not drawn)	-12%	?	-19%	3%	-7%	4%	1%	1%
O=C(NC1CCN(C(=S)NCCc2ccccc2)CC1)C1CCCCC1	2%	-1%	-10%	-10%	-6%	-5%	-4%	-1%
CCOC(=O)Cc1csc(NC(=O)c2ccc(NC(C)=O)cc2)n1	-2%	-7%	-5%[10 µM]	?	-3%	-8%	-1%	0%
Cc1cc(C)cc(NC(=O)CC2NCCNC2=O)c1 (stereo not drawn)	-1%	1%	22%	-11%	12%	-1%	-2%	4%
C=CCNC(=O)COc1c(C)ccc(C)c1C	-4%	1%	-13%	1%	5%	-2%	-9%	1%
Cc1ccccc1CNC(=O)c1ccccc1C	2%	7%	-1%[10 µM]	-12%	-12%	-6%	6%	4%
COc1ccc(C2c3c(-c4ccccc4O)n[nH]c3C(=O)N2CCc2ccccc2)cc1 (stereo not drawn)	.	.	.	-12%	10%[76.3 µM]	?	?	.
Cc1cc2cc(C(c3nnnn3Cc3ccco3)N3CCCCC3)c(=O)[nH]c2cc1C (stereo not drawn)	-7%	-4%	-1%	?	5%	-21%	8%	-9%
Cc1ccc(C)c(NC(=S)NCCc2ccc(F)cc2)c1	-5%	0%	24%[10 µM]	-5%	-15%	-19%	-6%	0%
O=C(O)CCCCCNS(=O)(=O)c1c(Cl)cccc1Cl	-2%	0%	3%[10 µM]	-7%	6%	-5%	10%	0%
Cn1cc(/C=C(\C#N)C(=O)Nc2ncc(Cc3cccc(Cl)c3)s2)c2ccccc21	0%	-3%	-5%[10 µM]	?	-6%	-27%	?	?
CCSc1ncnc2sc(C)c(C)c12	1%	-3%	-6%[10 µM]	-8%	-1%	-8%	-8%	-4%
CCOC(=O)c1c(NC(=O)c2cc(-c3cccc(Cl)c3)on2)sc(C)c1C	.	.	.	0%	-7%[76.3 µM]	-1%	-4%	.
CCN1C(=O)S/C(=C/c2ccc(Sc3nc4ccccc4[nH]3)o2)C1=O	7%	1%	15%[10 µM]	2%	-12%	-8%	0%	6%
Clc1ccc(-c2nc(C3CCCCC3)no2)cc1	.	-12%	-13%	-6%	7%	-2%	4%	0%
Cc1ccc(Cl)cc1N1CCN(C(=O)C2(S(=O)(=O)c3ccc(Cl)cc3)CC2)CC1	-3%	-5%	-75%[inhibitor]	-22%	-3%	-19%	0%	?
CCOc1ccc(NC(=O)CN2CCN(CC(=O)Nc3ccc4c(c3)OCO4)CC2)cc1	0%	0%	-8%	-7%	3%	2%	10%	-5%
CCN(CC)CCNC(=O)c1ccc(NC(=O)c2cn(-c3ccccc3)nc2-c2cccs2)cc1	-17%	-19%	-167%[inhibitor]	1%	4%	?	10µM*	?
O=c1c(Cl)c(Cl)cnn1Cc1ccc(F)cc1	3%	10%	-97%[inhibitor][10 µM]	3%	-1%	6%	13%	-7%
O=C(Nc1ccc2oc(-c3cc(Br)ccc3Cl)nc2c1)c1cc2ccccc2o1	.	.	.	?	-5%[76.3 µM]	?	-2%	.
O=C(Nc1ccc(Cc2ccncc2)cc1)c1cc([N+](=O)[O-])ccc1N1CCOCC1	0%	7%	-38%[inhibitor]	-9%	-3%	-20%	2%	1%

Tau FP inhib, hit marks shown above.
mol	aGlu spleen mod	GLA spleen mod	Tau fibril ThT	GAA glycogen	Tau FP inhib
CCN(CC)CCNC(=O)c1ccc(NC(=O)c2cn(-c3ccccc3)nc2-c2cccs2)cc1	-17%	-19%	1%	4%	10µM*

(cont.)
SMILES	aGlu spleen mod	GLA spleen mod	HTT cytoprotect	Tau fibril ThT	GAA glycogen	Tau fluor cs	Tau FP inhib	GAA inhib
COc1cccc(C(=O)Nc2nc3c(s2)CN(C)CC3)c1	-1%	12%	24%	-2%	-8%	-6%	2%	-3%
Cc1cc(OCCCCN2C(=O)NC(C)(C)C2=O)cc(C)c1Cl	-1%	-8%	8%[10 µM]	-15%	-8%	-24%	-12%	1%
COc1ccc(-c2noc(-c3ccccc3C(=O)NCc3ccco3)n2)cc1OC	-1%	1%	9%[1.9 µM]	-11%	-7%	-8%	-4%	1%
Cc1cccc(Cn2c(N(C)CCO)nc3c2c(=O)[nH]c(=O)n3C)c1	-9%	-4%	-10%	-9%	-1%	-11%	-7%	4%
COC(=O)c1nc(-n2nc(C)cc2C)ccc1Cl	-14%	10%	-9%	-12%	5%	-9%	2%	-6%
Cc1ccc(NC(=O)C(Cc2ccccc2)n2cccc2)cc1C (stereo not drawn)	.	.	.	-15%	-7%[76.3 µM]	?	-8%	.
O=C(Nc1nonc1-c1ccc(Cl)cc1)c1ccccc1	-17%	-9%	?	-13%	3%	-27%	-9%	0%
COc1ccc(CN2CCNC(=O)C2CC(=O)N2CCCO2)c(OC)c1 (stereo not drawn)	0%	-1%	6%[10 µM]	-11%	2%	-6%	-5%	-1%

High-throughput results from PubChem BioAssay.
